Screening results from PubChem BioAssay.
S1P4 antagonist = antagonists of human S1P4 receptor; O95977; S1P4-expressing cells, antagonist mode, reporter read-out; inhibition, % at 4.98 µM; 220,000 compounds, 0.26% hits; in the data active = inhibition above about 29%;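 also: 0% = wells stimulated with agonist and 100% = vehicle wells without agonist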
PERK inh = human PERK inhibition, primary cell-based screen; Q9NZJ5; AID 1416; inhibition, % at 5.6 µM; CHO PERK-DD fusion, SEAP luminescence translation reporter; 220,000 compounds, 0.17% hits;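 active = inhibition above the mean inhibition of all tested compounds plus 3 SD, set separately per screening campaign, cut at about 2.9% in these data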;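 also: PERK kinase domain activated by AP20187 dimerizer at 100 nM; 0% = DMSO with dimerizer and 100% = rapamycin at 8.4 µM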
Target sequence (Q9NZJ5 whole entry, looked up, the tested form may be a part): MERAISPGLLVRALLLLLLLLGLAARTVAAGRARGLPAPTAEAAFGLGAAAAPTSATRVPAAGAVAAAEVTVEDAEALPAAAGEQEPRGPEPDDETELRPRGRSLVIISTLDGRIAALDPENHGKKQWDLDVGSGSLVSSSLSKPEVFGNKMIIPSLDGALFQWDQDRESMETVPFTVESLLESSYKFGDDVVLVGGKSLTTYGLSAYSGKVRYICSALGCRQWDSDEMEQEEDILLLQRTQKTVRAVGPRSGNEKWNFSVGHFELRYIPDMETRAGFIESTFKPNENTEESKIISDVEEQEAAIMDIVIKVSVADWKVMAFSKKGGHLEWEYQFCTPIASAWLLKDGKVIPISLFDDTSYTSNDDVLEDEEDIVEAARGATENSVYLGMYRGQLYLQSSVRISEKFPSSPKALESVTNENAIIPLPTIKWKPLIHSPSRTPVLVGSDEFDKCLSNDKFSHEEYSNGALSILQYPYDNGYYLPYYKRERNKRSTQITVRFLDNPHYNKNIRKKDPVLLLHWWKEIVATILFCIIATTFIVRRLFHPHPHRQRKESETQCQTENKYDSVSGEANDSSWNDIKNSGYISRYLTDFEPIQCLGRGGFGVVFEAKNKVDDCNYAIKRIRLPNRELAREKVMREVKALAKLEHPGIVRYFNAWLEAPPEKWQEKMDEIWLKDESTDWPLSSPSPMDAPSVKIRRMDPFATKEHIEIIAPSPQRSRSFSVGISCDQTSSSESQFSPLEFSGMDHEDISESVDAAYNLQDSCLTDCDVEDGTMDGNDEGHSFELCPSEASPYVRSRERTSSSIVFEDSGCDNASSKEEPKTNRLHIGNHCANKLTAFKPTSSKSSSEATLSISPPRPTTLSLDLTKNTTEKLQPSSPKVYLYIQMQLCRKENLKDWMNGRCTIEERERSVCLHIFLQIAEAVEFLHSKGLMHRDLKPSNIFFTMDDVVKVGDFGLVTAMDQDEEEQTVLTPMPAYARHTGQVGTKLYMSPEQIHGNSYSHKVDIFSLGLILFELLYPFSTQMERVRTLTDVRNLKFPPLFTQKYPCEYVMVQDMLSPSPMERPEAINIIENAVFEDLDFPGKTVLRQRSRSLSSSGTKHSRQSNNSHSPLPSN
EP2 modulator = modulators of human EP2 prostaglandin E2 receptor | P43116 | EP2-expressing cells, cAMP HTRF FRET, PGE2 co-stimulation | induction, % at 25 µM | 260,000 compounds, 0.83% hits | AID 940;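 active = compounds whose cAMP rise, as percent of the full-agonist control response, exceeds 60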;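 also: rat C6 glioma line stably carrying human EP2 under a CMV promoter; the protocol text gives 20 µM as final concentration; 100% = response of wells given 1 µM PGE2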
zfTRPN1 agonist = activates the zebrafish TRPN1 channel | HEK293 zebrafish TRPN1-YFP, Fluo-8 calcium fluorescence; 100% = response to 87 µM carbachol | activation, % at 3 µM | 220,000 compounds, 0.18% hits | AID 1424;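 active = activation above its plate's cutoff, the mean activation of test wells on that plate plus 3 SD, cut at about 19% in these data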;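 also: 0% = DMSO alone and 100% = 87 µM carbachol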
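Material – zebrafish TRPN1-YFP in HEK293 cells · Doses – 3 µM single point · Schedule – dye 1 h 37 °C plus 30 min RT · Signal – Fluo-8 calcium fluorescence, excitation 470-495 nm, emission 515-575 nm · Read-out – % activation versus carbachol response · Control set – carbachol high, DMSO low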
Calpain2 inh = calpain II (pig) inhibition. purified calpain II, fluorogenic peptide substrate, 30 min. inhibition, % at 16 µM. 220,000 compounds, 0.37% hits;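 active = inhibition above about 50%, limit read from the data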
TRPML3 ag = human mucolipin-3 channel agonism; Q8TDD5; HEK293 TRPML3-YFP, Fluo-8 calcium fluorescence; 100% = the carbachol control signal; activation, % at 3 µM; 220,000 compounds, 0.29% hits;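 active = activation above its plate's cutoff, the mean activation of the plate's test wells plus 3 SD, cut at about 12% in these data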;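 also: 0% = DMSO only wells and 100% = carbachol wells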
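Test system – HEK293 line with stable expression of human TRPML3-YFP channel · Control set – carbachol 87 µM final as high control (100%), DMSO as low control (0%) · Signal – Fluo-8 calcium dye fluorescence, ex 470-495, em 515-575 nm · Incubation – 1-h 37 °C dye load, 5-s basal, 120-s post-compound reads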
BaF3 parental = counter-screen for JAK2V617F inhibitors: parental Ba/F3 viability inhibitors | inhibition, % at 5.6 µM | 220,000 compounds, 1.1% hits | CellTiter-Glo ATP luminescence | AID 1486;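 active = inhibition above a per-campaign cutoff, the mean inhibition of all tested compounds plus 3 SD, cut at about 27% in these data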;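 also: 0% = DMSO wells and 100% = JAK Inhibitor I control wells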
Ba/F3 V617F tox = lowers viability of Ba/F3 cells expressing EpoR and JAK2V617F; ATP luminescence; inhibition, % at 5.6 µM; 220,000 compounds, 1.1% hits;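 active = inhibition above the campaign mean plus 3 SD over all tested compounds, cut at about 24% in these data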;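 also: cytokine-independent growth of Ba/F3 cells driven by EpoR plus mutant JAK2; 0% = DMSO-treated cells and 100% = JAK inhibitor I control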
S1P4 agonist = agonists of human S1P4 receptor; S1P4-expressing cell line, agonist reporter assay; activation, % at 4.98 µM; O95977; 220,000 compounds, 0.35% hits; in the data active = activation above about 11%;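 also: 0% = DMSO vehicle and 100% = reference agonist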
* marks the source's active call; other numbers are inactive results; & = joins results of further samples. Rows were taken by chance (roughly 3.6% active in at least one column).

SMILES	S1P4 antagonist	PERK inh	EP2 modulator	zfTRPN1 agonist	Calpain2 inh	TRPML3 ag	BaF3 parental	Ba/F3 V617F tox	S1P4 agonist
COc1cccc(OC)c1OCCCc1c(C)n[nH]c1C	6	0.4	13	-0.2	15	0.3	2	7	2.2
COc1ccc(NC(=S)NCCc2c(C)[nH]c3ccc(OC)cc23)cc1	-6	0.3	-69	0.8	62*	-0.5	2	-2	0.0
CCOc1ccc(-n2c(C)cc(C(=O)CCl)c2C)cc1	9	-0.2	22	-2.0	16	0.0	0	0	-0.5
Cc1cc(Br)ccc1-n1[nH]c(C)c(C=Nc2cccc3nsnc23)c1=O	21	0.2	-5	-1.4	-59	-0.3	9	2	-0.2
CC1CCc2c(C(=O)Nc3nccs3)csc2C1 (configuration not stated)	-4	-0.5	-47	0.1	12	5.1	7	-2	0.4
C=CCn1c(SCC(=O)Nc2ccccc2OC)nnc1-c1ccco1	-1	0.6	-5	-1.0	-52	0.0	5	-2	-2.8
CCOC(=O)C1=C(C)NC(C)=C(C(=O)OCC)C1C(=O)O	0	1.1	40	0.3	-5	-0.5	2	3	-0.7
CCN(CC)c1ccc(/C=N/NS(=O)(=O)c2ccc(C)c([N+](=O)[O-])c2)cc1	-1	1.3	14	-0.2	-3	0.5	8	7	-0.3
CCOc1cc(/C=N/Nc2nc(Nc3ccccc3)nc(N3CCCCC3)n2)ccc1OCC(=O)O	-4	0.5	-20	1.0	-5	0.5	-1	0	-2.1
O=C(O)c1cc2cc(Cl)cc(Cl)c2oc1=O	-1	0.8	10	-0.4	16	0.3	3	-3	-0.7
Cc1ccccc1-n1c(SCC(=O)N(C)C2CCS(=O)(=O)C2)nc2ccccc2c1=O (configuration not stated)	-30	0.2	-9	1.3	1	0.6	8	6	-1.8
CCOC(=O)c1ccc(NC(=O)C2(c3ccc(Cl)cc3)CCCC2)cc1	-7	0.6	-6	0.7	34	1.9	10	0	0.3
Cc1ccc(CNC(=O)CCS(=O)(=O)c2ccc(Cl)cc2)cc1	0	0.5	7	-1.4	-8	0.1	1	-5	1.0
O=C(Nc1cc(S(=O)(=O)N2CCOCC2)ccc1N1CCCC1)c1cnccn1	-6	-0.2	4	0.3	-3	1.1	5	2	1.0
CCCCCC(=O)NNC1=NCC(Cc2cccc(Cl)c2)S1 (configuration not stated)	-1	1.4	-25	-2.7	20	-1.3	3	0	0.5
COc1ccc(C(=O)Nc2oc(-c3ccccc3)c(-c3ccccc3)c2C#N)cc1OC	-5	-0.4	19	1.7	-338	0.0	-1	0	2.0
COCCNC(=O)c1cc2c3ccccc3n(C)c2s1	1	0.6	-17	0.3	-28	0.3	3	-3	1.8
CCOC(=O)c1c(NC(=O)Cn2cnc3sc(C)c(-c4ccccc4)c3c2=O)sc(C)c1C	-4	-0.1	41	-0.8	-26	0.3	3	-1	2.4
C=CCNC(=O)CCC(=O)NNc1nc2ccccc2c2nc(-c3ccccc3)nn12	-11	0.7	-1	0.7	13	0.6	8	-3	1.5
O=C(Nc1ccccc1Cc1ccccc1)c1ccc2c(c1)SC1=NS(=O)(=O)CCN12	-11	0.4	17	-0.1	-12	0.7	4	-1	-0.5

A second format for part of the listing above.
SMILES | S1P4 antagonist | PERK inh | EP2 modulator | zfTRPN1 agonist | Calpain2 inh | TRPML3 ag | BaF3 parental | Ba/F3 V617F tox | S1P4 agonist
CCOC(=O)C1=C(C)NC(C)=C(C(=O)OCC)C1C(=O)O | 0 | 1.1 | 40 | 0.3 | -5 | -0.5 | 2 | 3 | -0.7
CCN(CC)c1ccc(/C=N/NS(=O)(=O)c2ccc(C)c([N+](=O)[O-])c2)cc1 | -1 | 1.3 | 14 | -0.2 | -3 | 0.5 | 8 | 7 | -0.3
CCOc1cc(/C=N/Nc2nc(Nc3ccccc3)nc(N3CCCCC3)n2)ccc1OCC(=O)O | -4 | 0.5 | -20 | 1.0 | -5 | 0.5 | -1 | 0 | -2.1
O=C(O)c1cc2cc(Cl)cc(Cl)c2oc1=O | -1 | 0.8 | 10 | -0.4 | 16 | 0.3 | 3 | -3 | -0.7
Cc1ccccc1-n1c(SCC(=O)N(C)C2CCS(=O)(=O)C2)nc2ccccc2c1=O (configuration not stated) | -30 | 0.2 | -9 | 1.3 | 1 | 0.6 | 8 | 6 | -1.8

Two of the compounds above, with each value named:
COc1ccc(C(=O)Nc2oc(-c3ccccc3)c(-c3ccccc3)c2C#N)cc1OC
  S1P4 antagonist: -5
  PERK inh: -0.4
  EP2 modulator: 19
  zfTRPN1 agonist: 1.7
  Calpain2 inh: -338
  TRPML3 ag: 0.0
  BaF3 parental: -1
  Ba/F3 V617F tox: 0
  S1P4 agonist: 2.0
COCCNC(=O)c1cc2c3ccccc3n(C)c2s1
  S1P4 antagonist: 1
  PERK inh: 0.6
  EP2 modulator: -17
  zfTRPN1 agonist: 0.3
  Calpain2 inh: -28
  TRPML3 ag: 0.3
  BaF3 parental: 3
  Ba/F3 V617F tox: -3
  S1P4 agonist: 1.8

(list continues)
SMILES	S1P4 antagonist	PERK inh	EP2 modulator	zfTRPN1 agonist	Calpain2 inh	TRPML3 ag	BaF3 parental	Ba/F3 V617F tox	S1P4 agonist
COC(=O)c1c(C(=O)OC)c2cccc3cc(-c4ccccc4)c4ccc1c4n32	-7	0.4	8	0.2	-35	-0.2	2	-2	-0.6
CC(=O)N1CCc2cc(NS(=O)(=O)c3cccs3)ccc21	9	0.7	14	1.0	8	0.2	1	2	-0.5
CNC(=O)c1ccc(CNC(=O)OCC(F)(F)F)cc1	-7	0.9	5	0.1	-4	0.5	6	-1	-3.0
CSc1nc2ccc(NS(=O)(=O)c3ccccc3F)cc2s1	-21	0.3	-26	-1.0	-7	0.3	4	0	0.0
CC(C)CN(C(=O)COC(=O)CNC(=O)c1ccccc1F)C1CCS(=O)(=O)C1 (configuration not stated)	4	0.9	14	-0.3	-10	0.6	4	-3	-1.1
CCC(C)[C@H](NC(=O)NCc1ccccn1)C(=O)OC (some centres not stated)	0	1.5	25	0.9	-17	-0.2	5	0	-1.8
N#C/C(=C/c1ccc(-c2ccccc2[N+](=O)[O-])o1)C(N)=O	-11	1.1	-38	-0.5	-31	0.4	5	1	-0.4
CC1CC(=O)Nc2ccccc2N1C(=O)CN1CCN(c2ccccc2)CC1 (configuration not stated)	-2	0.1	-16	-0.3	-16	0.4	3	-1	-0.1
OC(COC(c1ccc(Cl)cc1)c1ccc(Cl)cc1)CN1CCCC1 (configuration not stated)	-1	-0.4	-14	2.7	-29	0.9	6	-1	1.1
CCn1c(SCc2nc3ccccc3s2)nnc1-c1ccccc1	-4	-0.6	10	-1.8	-46	0.2	1	-1	1.4
Fc1ccccc1Cc1noc(CN2CCN(C/C=C/c3ccccc3)CC2)n1	-4	0.0	4	-0.1	4	0.8	6	0	-0.2
CCOc1ccc(N2C(=O)CN(CC(=O)OC)C2=S)cc1	-10	-0.3	3	1.0	27	0.4	3	-1	-0.6
CCc1cc2cc3c(cc2nc1SCC(=O)Nc1cc(OC)c(OC)cc1C(=O)O)OCO3	20	0.4	44&19	0.9	-108	1.1	9	0	2.2
N#Cc1ccc(NCCc2ccccn2)c([N+](=O)[O-])c1	3	0.2	12	1.3	12	1.1	-1	-4	0.5
CC1(C)Oc2ccc(NC(=O)c3ccco3)cc2O1	-9	0.0	2	0.4	-14	-0.7	-1	-1	2.4
Cc1csc(NC(=O)CCSCCc2ccccn2)n1	-30	0.6	-6	0.1	11	-0.1	1	-4	-3.2
CCOC(=O)c1ccc(OCc2c(C)noc2C)cc1	10	1.1	6	-1.0	-1	0.3	1	-3	-2.5
CN(C)c1cc[n+](CC(=O)Nc2cc(C(F)(F)F)ccc2Cl)cc1	-15	-0.2	-28&-4	-0.1	1	0.1	18	5	-0.4
CCn1c(C(O)c2ccc3c(c2)OCO3)nc2ccccc21 (configuration not stated)	-20	-0.4	-6	0.0	-13	-0.6	-1	-6	0.3
CC[n+]1c(/C=C2/C=C(C)CC(C)(C)C2)sc2ccc(OC)cc21	10	0.2	-36	-0.5	3	0.5	59*	64*	-0.3
CCOC(=O)c1c(-c2ccc(OC)cc2)csc1/N=C/N(C)C	-1	-0.5	8	-0.9	24	-0.6	8	3	-0.6
N#Cc1nc(-c2ccc(OCc3ccccc3)cc2)oc1NCc1ccco1	6	0.7	6	1.3	-37	0.2	3	3	0.6
COc1ccc2c(c1)C(=NO)c1cc(OC)ccc1-2	-21	0.2	-17	-1.7	1	-0.1	2	3	1.4
CN1Cc2ccccc2N(CC(=O)NCc2ccccc2)C1=O	-2	1.4	9	-1.6	-23	0.7	7	3	-1.5
Cn1c(SCc2ccc(Cl)cc2Cl)nc(C(F)(F)F)cc1=O	3	-0.1	16	-0.1	-12	0.1	5	2	1.5
COc1ccc(-n2cc(C(=O)c3ccc4ccccc4c3O)cn2)cc1	-2	-0.2	2	1.3	-7	1.1	7	0	-1.1
CCOc1cc(/C=N/O)cc(Br)c1OC	5	1.0	-4	-2.5	3	-0.5	-1	-3	-1.1
CCOC(=O)Cn1c(=O)oc2cc(S(=O)(=O)NCc3cccs3)ccc21	-10	0.2	-13	1.1	4	0.3	2	-6	-0.2

As a short view, part of the list above.
SMILES	S1P4 antagonist	PERK inh	EP2 modulator	zfTRPN1 agonist	Calpain2 inh	TRPML3 ag	BaF3 parental	Ba/F3 V617F tox	S1P4 agonist
CCOc1cc(/C=N/O)cc(Br)c1OC	5	1.0	-4	-2.5	3	-0.5	-1	-3	-1.1
CCOC(=O)Cn1c(=O)oc2cc(S(=O)(=O)NCc3cccs3)ccc21	-10	0.2	-13	1.1	4	0.3	2	-6	-0.2
